# Epigenetic derep: derepresses silenced GFP reporter in murine cells; murine LDR cells, GFP reporter derepression, 30 h; Potency, µM (series often up to 53.9 µM), for the others: top-dose GFP activation, most hits filed as activators; 280,000 compounds, 0.2% hits; AID 1865; note: potency is the fitted concentration of half-maximal effect; % of control where 0% means no effect; nearly all actives have a fitted effect of over 60% in size
#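 Readout is the number of GFP-expressing murine LDR cells, counted by cytometry following washing. Cells were treated with compound for 30 h at 37 C; the stably integrated CMV-GFP locus is normally silent.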
# IMPase Li cell: membrane-permeable IMPase blocker, potentiated with lithium | CHO-M1 cells, IP1 TR-FRET (IP-One), carbachol + lithium | Potency, µM (series often up to 59.4 µM), inactives show top-dose activity, negative = IMPase inhibition, most hits filed as inhibitors | 210,000 compounds, 0.35% hits | AID 1457;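 note: IP1 builds up when IMPase is blocked and the TR-FRET signal falls; potency is the fitted concentration of half-maximal effect; plate controls were basal vehicle for no effect and high inhibitor control for full effect; nearly all actives have a fitted effect of over 50% in size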
#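 Readout is a homogeneous TR-FRET IP1 immunoassay (Ex 320, Em 665 and 620), where raised cytosolic IP1 lowers signal. Cells were CHO-M1 treated 30 min at 37C with test compounds plus a little lithium; AC50 values came from Hill-equation fitting.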
# NPSR antag: antagonists of human neuropeptide S receptor cAMP signaling | AID 1461 | Potency, µM (doses to about 38.3 µM), without a hit: top-dose activity change, negative = inhibition, hits mostly inhibitors | 220,000 compounds, 1% hits | CHO-NPSR cells, cAMP TR-FRET, antagonist mode; note: potency is the fitted concentration of half-maximal effect; % is set by controls: 0 for no effect and ±100 for the full control effect; nearly all actives have a fitted effect of over 50% in size; many of its hits are not listed in these tables
# Target sequence (Q6W5P4 whole entry, looked up): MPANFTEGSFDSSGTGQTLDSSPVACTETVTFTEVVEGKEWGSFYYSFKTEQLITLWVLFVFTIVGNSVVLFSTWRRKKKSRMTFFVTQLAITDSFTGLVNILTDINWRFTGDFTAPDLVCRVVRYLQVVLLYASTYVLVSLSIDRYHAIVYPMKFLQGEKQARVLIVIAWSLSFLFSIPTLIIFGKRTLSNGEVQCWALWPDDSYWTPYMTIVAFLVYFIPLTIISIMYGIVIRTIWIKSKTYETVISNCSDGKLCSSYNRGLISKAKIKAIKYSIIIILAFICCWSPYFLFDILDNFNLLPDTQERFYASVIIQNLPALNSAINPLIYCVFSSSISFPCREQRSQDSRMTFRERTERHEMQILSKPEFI
# CBFb-RUNX1 inh: CBF-beta/RUNX1 interaction disruption; Q01196+Q13951; AlphaScreen CBFb-His/RUNX1-biotin binding, biochemical; Potency, µM (highest dose often 59.8 µM), without a hit: at the highest dose activity, negative = inhibition, actives largely listed as inhibitors; 230,000 tested, under 10 active; AID 1477; note: % of control where 0% means no effect
#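 CBF-beta (His) and RUNX1 (biotin), 30 nM each; 20 min preassociation; + compound, 15 min; + beads 50 ng each (Ni, streptavidin), 90 min; RT; AlphaScreen read.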
# Lamin A splicing: modulators of lamin A splicing; 200,000 compounds, 0.01% hits; HeLa LMNA splicing GFP/RFP minigene ratio, 48 h; Potency, µM (series often up to 46.1 µM), without a hit: top-dose ratio change, negative = inhibition, actives largely listed as inhibitors; active = well fitted inhibition curve with a large enough effect in the signal ratio, with a control signal flat, not every such curve was filed as active; inconclusive = small, poorly fitted or top-dose-only effect, or effect the other way, or a change in a side signal; the % refers to the signal ratio; note: potency is the fitted concentration of half-maximal effect; % is set by controls: 0 for no effect and ±100 for the full control effect
#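 S3 HeLa stable clones carrying a lamin A-EGFP splicing minigene plus DsRed2 were seeded at 600 cells/well in Opti-MEM with 2% FBS, pin-dosed and incubated 48 h at 37°C. Acumen cytometry (488 nm) gave the GFP/RFP total-intensity ratio.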
# GLA spleen mod: alpha-galactosidase A (human) modulation; P06280; human spleen homogenate, 4MU-alpha-Gal fluorescence, 40 min; Potency, µM (highest dose often 80 µM), without a hit: at the top dose activity change, negative = inhibition, usual class: inhibitors; 240,000 compounds, 0.008% hits; AID 2107;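 note: potency is the fitted concentration of half-maximal effect; 0% = enzyme with vehicle and -100% = no enzyme basal signal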
# Target sequence (P06280 32-429 limits assumed): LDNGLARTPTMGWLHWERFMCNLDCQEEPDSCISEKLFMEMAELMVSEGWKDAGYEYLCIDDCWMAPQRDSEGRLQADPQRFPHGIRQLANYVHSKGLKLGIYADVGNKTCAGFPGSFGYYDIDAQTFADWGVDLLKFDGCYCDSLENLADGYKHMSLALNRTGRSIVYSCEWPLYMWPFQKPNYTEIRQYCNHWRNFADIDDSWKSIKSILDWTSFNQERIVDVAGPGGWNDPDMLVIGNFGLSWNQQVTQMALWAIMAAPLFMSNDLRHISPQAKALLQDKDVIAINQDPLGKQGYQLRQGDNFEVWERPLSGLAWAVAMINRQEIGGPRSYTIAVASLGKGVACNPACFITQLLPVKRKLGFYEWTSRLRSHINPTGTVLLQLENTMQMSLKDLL
#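 Fluorogenic readout (Ex 365/Em 440 nm) of 4-methylumbelliferone released from 1 mM 4-MU-alpha-galactoside by spleen homogenate, 40 min at 37C, pH 5.0. Data normalized to no-enzyme and enzyme controls; Hill-equation AC50 from compound titrations.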
# KinaseGlo FLuc: counter-screen: inhibitors of Kinase-Glo firefly luciferase; Q27757; Kinase-Glo luciferase, ATP luminescence, 8 min; Potency, µM (top dose mostly 38.3 µM), without a hit: at the highest dose activity change, negative = inhibition, most hits filed as inhibitors; 200,000 compounds, 0.28% hits; AID 1379; note: potency is the fitted concentration of half-maximal effect; % is set by controls: 0 for no effect and ±100 for the full control effect; nearly all actives have a fitted effect of over 60% in size
#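 Inhibition of Kinase-Glo luciferase light generation was assessed at 10 uM ATP in pH 7.2 imidazole buffer, with luminescence measured after eight minutes at ambient temperature.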
# Starred values were filed as active, the others as inactive; ? = inconclusive; · = not tested or not shown; & = joins results of further samples; [ ] = dose if it differs, or a comment. Unless noted, calls come from the whole dose curve; as a rule, active = well fitted curve in the direction sought with a large enough effect; inconclusive = small, poorly fitted or top-dose-only effect, or another doubt; inactive = no such curve, though single readings can be large; an effect the other way counts as inactive or inconclusive. An excerpt; the hit share may differ from the screen's.
no.	molecule	Epigenetic derep	IMPase Li cell	NPSR antag	CBFb-RUNX1 inh	Lamin A splicing	GLA spleen mod	KinaseGlo FLuc
1	C=C(C)CNC(=S)NNC(=O)c1cc(C)oc1C	-2.0%	-2%	11%	-8%	7%	1%	1%
2	COCCn1nnnc1C(c1cccs1)N1CCN(c2cc(C)ccc2C)CC1 (stereo not given)	3.4%	48%[activator][38.3 µM]	?	10%	-9%	-2%	1%
3	Cc1cc(C(=O)COc2cccnc2[N+](=O)[O-])c(C)n1-c1ccccc1F	4.3%	·	-18%	-12%	·	13%	·
4	O=C(NCc1ccc2c(c1)OCO2)c1cnc2n(c1=O)CCS2	4.6%	-8%[38.3 µM]	-9%[46.1 µM]	0%	-3%	3%	0%
5	Cc1noc(C)c1-c1ccc2ncnc(Nc3ccccc3)c2c1	·	-4%	·	·	?	11%	·
6	COc1ccccc1-n1c(CNC(=O)c2ccco2)nnc1SCC(=O)Nc1cc(C)ccc1C	-1.3%	-10%[38.3 µM]	-8%[46.1 µM]	0%	10%	4%	-7%
7	CCSc1ccccc1C(=O)NCCCn1ccnc1	0.9%	14%	19%[46.1 µM]	7%	-19%	-1%	-1%
8	Cc1cccc(NC(=O)Nc2cccc(C)n2)n1	-1.3%	-10%[38.3 µM]	-4%[46.1 µM]	-1%	12%	-3%	-5%
9	Cc1ccc(-c2cc(C(=O)Nc3cc(C)on3)c3ccccc3n2)c(C)c1	-1.0%	13%	-7%	-4%	?	2%	-1%
10	Cc1ccccc1C(=O)Nc1ccccc1-c1nnn(CC(=O)Nc2ccc3c(c2)OCCO3)n1	13%	3%[38.3 µM]	-16%[46.1 µM]	2%	11%	-5%	-7%
11	Cc1cc(C(=O)O)ccc1-c1ccc(/C=C2\NC(=O)N(Cc3ccccc3Cl)C2=O)o1	-0.2%	-12%	-48%	-6%	·	-5%	5%
12	Cc1c(F)cccc1NS(=O)(=O)c1ccc2c(c1)c(=O)n(C)c(=O)n2C	-1.2%	-15%	-7%	11%	·	-4%	2%
13	COCC(=O)N1CCC[C@@]2(CCN(c3ccccn3)C2)C1	·	10%	·	·	·	4%	-3%
14	CCCCn1c(=O)c(Cc2ccccc2)c(O)c2ccccc21	0.0%	10%[38.3 µM]	-6%[46.1 µM]	3%	-5%	-4%	0%
15	COc1ccc(N2C(=O)CC(N3CCC(O)(c4ccc(Br)cc4)CC3)C2=O)cc1 (stereo not given)	-1.2%	12%[38.3 µM]	-7%[46.1 µM]	6%	-5%	-6%	-4%
16	Cc1ccc(-c2nc(CSc3nc4ccccc4c(=O)n3CCO)cs2)cc1	1.0%	13%	-5%	-4%	?	1%	1%
17	O=C(NCc1cccs1)C1CCCN(c2ncccn2)C1 (stereo not given)	-0.1%	12%[38.3 µM]	21%[46.1 µM]	13%	23%	-3%	-2%
18	CC(=O)Nc1cc(C(=O)OC(C(=O)c2ccccc2)c2ccccc2)ccc1C (stereo not given)	0.9%	3%[38.3 µM]	-25%[46.1 µM]	-6%	-7%	2%	-2%
19	CCC(c1nnnn1Cc1ccco1)N(Cc1ccccc1OC)Cc1cc2cc(C)ccc2[nH]c1=O (stereo not given)	2.2%	1%[38.3 µM]	?	-2%	?	-1%	-1%
20	Cc1ccc(C)c(NC(=O)C(Sc2ncnc3ccccc23)c2ccccc2)c1 (stereo not given)	0.0%	?	?	9%	-11%	5%	-4%
21	Oc1c(N=NC(=S)Nc2ccccc2F)c2ccccc2n1Cc1ccccc1F	-0.3%	-13%	-17%	-25%	·	-4%	·
22	COc1ccccc1NS(=O)(=O)c1cccc(NC(=O)c2nc3nc(C)cc(C)n3n2)c1	1.8%	24%[38.3 µM]	-13%[46.1 µM]	1%	-4%	15%	2%
23	Cn1c(=O)c2c(nc(SCC(=O)NCC3CCCO3)n2Cc2ccc(F)cc2)n(C)c1=O (stereo not given)	-0.1%	12%	-6%	-3%	?	4%	-1%
24	Cn1ncc(C#N)c1/N=C/N1CCOCC1	0.0%	0%[38.3 µM]	-2%[46.1 µM]	5%	-7%	-4%	-5%

# Single entries from above:
# Cn1c(=O)c2c(nc(SCC(=O)NCC3CCCO3)n2Cc2ccc(F)cc2)n(C)c1=O (stereo not given) in IMPase Li cell shows 12%
# Oc1c(N=NC(=S)Nc2ccccc2F)c2ccccc2n1Cc1ccccc1F in CBFb-RUNX1 inh shows -25%

# Later entries
no.	molecule	Epigenetic derep	IMPase Li cell	NPSR antag	CBFb-RUNX1 inh	Lamin A splicing	GLA spleen mod	KinaseGlo FLuc
25	COc1cccc(CC2(CO)CCCN(CC3=Cc4cc(Cl)ccc4OC3)C2)c1 (stereo not given)	7.2%	19%	48%	6%	-6%[46 µM]	-7%	1%
26	COc1ccccc1N(C)S(=O)(=O)c1ccc(C(=O)NC2=NCCS2)cc1	-1.2%	11%	-3%[46.1 µM]	9%	-6%	3%	0%
27	COc1ccc(NC(=O)c2ccco2)c([N+](=O)[O-])c1	0.0%	-3%	3%[46.1 µM]	-9%	-11%	-26%	0%
28	COc1ccc(N=C2S/C(=C\c3ccco3)C(=O)N2CC(C)C)cc1	-2.3%	16%[38.3 µM]	-21%[46.1 µM]	-8%	8%	5%	2%
29	CC1(C)N(OCc2ccccc2)C(=O)C(=O)N(OCc2ccccc2)C1(C)C	1.1%	20%[38.3 µM]	-14%[46.1 µM]	4%	-11%	2%	-1%
30	Cc1nc(CCNC(=O)CC2C(=O)NCCN2Cc2ccccc2F)sc1C (stereo not given)	0.0%	·	45%	6%	·	-1%	·
31	CCC(CC)C(=O)N1CCN(Cc2nc3ccccc3c(=O)[nH]2)CC1	-1.1%	6%	4%	1%	·	-5%	-3%
32	Cn1c(=O)c([N+](=O)[O-])c(NC2CCS(=O)(=O)C2)c2ccccc21 (stereo not given)	1.1%	·	3%	7%	·	7%	·
33	CC(C)(CNc1ccc([N+](=O)[O-])cc1C#N)N1CCOCC1	1.5%	20%	-20%	-5%	?	-3%	5%
34	Cn1c(CNC(=O)c2ccccc2F)nnc1SCCOc1ccccc1	0.0%	8%	5%	2%	?	2%	-3%
35	CC(=O)OC[C@@H]1O[C@H](CCO/N=C(\C)CCN2CCc3nc(-c4ccccc4)c(-c4ccccc4)cc3C2)C=C[C@@H]1OC(C)=O	0.8%[10.1 µM]	·	·	8%[13.1 µM]	·	9%[17.5 µM]	·
36	COc1ccc(C2C(C(=O)c3sc(C)nc3C)=C(O)C(=O)N2CCN(C)C)cc1 (stereo not given)	0.0%	11%[38.3 µM]	5%[46.1 µM]	6%	13%	-14%	-2%
37	CCOC(=O)N1CCC(Nc2c(NCCCN3CCN(c4ccc(OC)cc4)CC3)c(=O)c2=O)CC1	-4.4%	·	9%	-5%	·	2%	·
38	COc1ccc(C(=O)N(O)c2ccccc2)cc1	0.8%	-1%	·	-11%	·	6%	-1%
39	CCOc1ccc(S(=O)(=O)N/N=C(\C)C2CCCCC2)cc1	-1.9%	3%	2%	1%	-2%	7%	3%
40	O=C(NCCN1C(=O)S/C(=C\c2cccs2)C1=O)c1ccc(=O)[nH]c1	0.0%	9%	-17%	-3%	9%	-14%	2%
41	COc1ccc2c(c1)c(=O)c(Br)c(C)n2Cc1ccccc1	1.3%	17%[38.3 µM]	-14%[46.1 µM]	16%	7%	-4%	0%
42	CCN(CC)c1ccc(C(=O)OCC(=O)N2CCN(c3ccccc3)CC2)cc1	-2.8%	?	?	-1%	9%	0%	0%
43	CN1C(=O)/C(=C/c2ccccc2OCc2ccc(F)cc2)N(C)C1=S	-1.0%	35%[activator]	-31%	1%	?	-1%	4%
44	CC(=O)c1sc(N/N=C/c2ccc(C(C)C)cc2)nc1C	0.9%	11%	-20%	5%	-6%[46 µM]	-16%	5%
45	O=C(O)c1cc2cc(F)ccc2[nH]1	-2.6%&0.0%&0.0%&2.2%	3%&3%&-2%	9%	1%&6%&-2%	?	10%&2%&4%&12%	1%&2%&4%
46	COc1ccc(Cc2nc(-c3ccc(-n4cccc4)cc3)no2)cc1OC	-0.8%	40%[38.3 µM]	-13%[46.1 µM]	2%	?	-3%	10%
47	Cc1ccccc1-n1nc2c(c1NC(=O)c1c(-c3ccccc3Cl)noc1C)CS(=O)(=O)C2	0.0%	3%	-12%[46.1 µM]	1%	-9%	-1%	0%
48	Cc1cc(OC(=O)c2ccc(S(=O)(=O)N3CCCC3)cc2)c([N+](=O)[O-])c(=O)[nH]1	-3.4%	2%	0%	5%	·	-3%	1%
49	COc1cccc(N2CCN(C(=O)c3cccn4c(=O)c5c(C)c(C)sc5nc34)CC2)c1	11%	-13%	12%	3%	·	1%	-1%
50	O=C(CN=C1NC(=O)C(c2ccccc2)(c2ccccc2)N1)NCc1ccc(F)cc1	-2.0%	2%	7%	-7%	1%	-4%	-2%
51	COc1ccc(-c2noc(CCC(=O)NCCN3CCN(c4ccccc4F)CC3)n2)cc1	0.1%	22%[38.3 µM]	5%[46.1 µM]	1%	?	-6%	3%
52	COc1ccc(Br)cc1C1Nc2ccccc2C(=O)N1NC(=O)c1ccncc1 (stereo not given)	-1.9%	-3%[38.3 µM]	-5%[46.1 µM]	1%	13%	-2%	-2%
53	Cc1ccccc1-c1n[nH]c(=S)n1/N=C/c1c(C)nn(-c2ccccc2)c1C	-1.0%	32%[activator]	-28%	0%	?	6%	3%
54	CCCC(C)C(=O)Nc1ccc(C(N)=O)cc1 (stereo not given)	0.0%	23%[38.3 µM]	-9%[46.1 µM]	12%	-13%	7%	-1%
55	C/C(CCC1CC(C)OC1=O)=N\NC(N)=O (stereo not given)	-2.7%	·	16%	4%	·	3%	·
56	CC(N=Cc1nc(-c2ccccc2)oc1O)c1ccccc1 (stereo not given)	1.0%	8%[38.3 µM]	-22%[46.1 µM]	-8%	-18%	2%	-5%
57	O=C(N/C(=C/c1ccco1)C(=O)N1CCCCC1)c1cccs1	-3.6%	12%[38.3 µM]	-7%[46.1 µM]	4%	-6%	-12%	5%
58	Cc1nc2ccccc2c(=O)n1NC(=O)c1ccccc1[N+](=O)[O-]	-0.1%	-3%	19%	7%	5%[9.22 µM]	2%	0%
59	COc1cc(-c2cc(-c3ccc(O)cc3)nc(N)c2C#N)ccc1O	-1.1%	16%	-2%	11%	·	4%	1%
60	O=C(c1ccco1)N1CCN(c2ncnc3c2[nH]c2ccccc23)CC1	-1.1%	6%[38.3 µM]	-24%[46.1 µM]	3%	?	-4%	-6%
61	COc1ccc(CNC(=O)c2cnn3c(C(F)F)cc(C)nc23)cc1OC	0.1%	28%[38.3 µM]	-5%[46.1 µM]	-3%	?	0%	5%
